Screening data from PubChem BioAssay.
NTR1 ag = agonists of NTR1, primary screen, imaging, U2OS cells, beta-arrestin-GFP, high content (AID 493036). NTR1-U2OS beta-arrestin-GFP spot imaging, agonist mode. activation, % at 20 µM. hit rate 0.17% among 330,000. P30989;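 active = activation at or above 40% of the spot to cytoplasm intensity ratio, with at least 20 cells analyzed; inconclusive = wells under 20 cells, flagged as cytotoxic or low count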;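 also: 0% = DMSO without peptide and 100% = 100 nM NTR1 peptide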
Target sequence (P30989 whole entry, looked up): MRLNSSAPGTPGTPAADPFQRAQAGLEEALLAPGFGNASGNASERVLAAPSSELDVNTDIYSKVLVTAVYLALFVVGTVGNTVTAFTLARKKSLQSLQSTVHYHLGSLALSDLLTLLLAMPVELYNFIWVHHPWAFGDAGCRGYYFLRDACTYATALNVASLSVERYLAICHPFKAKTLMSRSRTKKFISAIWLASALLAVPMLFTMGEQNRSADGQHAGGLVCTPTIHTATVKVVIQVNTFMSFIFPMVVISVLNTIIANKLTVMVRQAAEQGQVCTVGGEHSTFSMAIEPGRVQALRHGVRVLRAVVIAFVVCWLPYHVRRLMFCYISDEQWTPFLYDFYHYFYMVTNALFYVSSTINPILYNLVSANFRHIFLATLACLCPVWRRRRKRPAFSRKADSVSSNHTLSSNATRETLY
West Nile antiviral = West Nile virus antiviral activity, cell-based, CPE readout (AID 1621). West Nile virus-infected cells, CPE inhibition; higher % means a stronger effect. one-dose CPE inhibition, % at 10 µM; IC50 in µM for titrated hits. hit rate 0.02% among 290,000; in the data active = a potency from the dose series; inconclusive = CPE inhibition mostly from about 3.7% at the one dose, without a potency; inactive = the rest, 99 in 100 with CPE inhibition below about 2.2%; also: strong numbers were not always called active
UTI89 phage lysis = inhibition of K1F phage lysis, E. coli UTI89, bacterial capsule biogenesis inhibitors, alamar blue (AID 488966) | E. coli UTI89 K1F phage lysis, alamar blue, 2 h; higher % means a stronger effect | inhibition, % at 100 µM, or IC50 in µM where a hit was titrated | hit rate 0.02% among 340,000;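 active = phage lysis inhibition, versus mean bacterial control, above a set limit; inconclusive = no clear call, values can overlap the other calls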;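 also: capsule biogenesis inhibitors block K1F phage lysis so surviving cells raise fluorescence; higher fluorescence means more inhibition of phage lysis; actives were called in the ten point dose series up to 300 µM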
SV40 large T antigen = SV40 large T antigen inhibitors, biochemical (AID 1903); SV40 large T antigen ATPase/helicase inhibition assay; higher % means a stronger effect; inhibition, % at 20 µM, or IC50 in µM where a hit was titrated; hit rate 0.39% among 310,000; in the data active = a potency from the dose series; inconclusive = inhibition mostly from about 32% at the one dose, without a potency; inactive = the rest, 99 in 100 with inhibition below about 32%; also: strong numbers were not always called active
Dengue-2 NS5 capping = flavivirus cap methylation enzyme inhibition – biochemical, confirmation dose response, primary screen (AID 588689); hit rate 0.3% among 340,000; one-dose inhibition, % at 25 µM; IC50 in µM for titrated hits; Dengue-2 NS5 methyltransferase capping enzyme assay, biochemical; higher % means a stronger effect; in the data active = a potency from the dose series; inconclusive = inhibition above about 29% without an active follow-up result
T cell modulator = modulates CD8 T cell binding to vesicles; hit rate 0.068% among 330,000; calls only at 7 µM; 2C CD8+ T cell-vesicle binding, flow cytometry; hits give low values;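 active = response, share of CD8 T cells binding vesicles, and their 90th percentile fluorescence all below set limits, cut at about 80% in these data, passing the limit was not always enough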
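Assay system: 2C TCR transgenic mouse naive CD8+ T cells, MACS-purified | Read-out: CD8+ gate FL2 mean fluorescence as % of same-row positive control | Signal: High-throughput flow cytometry with anti-B7-1 and anti-CD8 staining | Timing: Binding step 1.5 h, 37 °C, antibody labelling 20 min, ice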
RSV CPE inhibition = RSV antiviral activity via CPE protection, HEp-2 cells, primary 10 µM value included (AID 2391); HEp-2 cells, RSV-induced CPE inhibition; higher % means a stronger effect; CPE inhibition, % at 10 µM; hits with a dose series show IC50 in µM; hit rate 0.13% among 310,000; in the data active = a potency from the dose series; inconclusive = CPE inhibition mostly from about 23% at the one dose, without a potency; inactive = the rest, 99 in 100 with CPE inhibition below about 21%; also: strong numbers were not always called active
Salmonella PhoP GFP = PhoP-dependent GFP reporter repression – Salmonella Typhimurium, primary screen (AID 1863) | S. Typhimurium PhoP-regulated promoter GFP reporter, 4 h; higher % means a stronger effect | inhibition, % at 50 µM; hits with a dose series show IC50 in µM | hit rate 0.16% among 300,000;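 active = inhibition over 29.93%, a cutoff 3 SD above the screen mean, later confirmed by dose response; inconclusive = inhibition over 29.93% but no dose response follow-up; inactive = inhibition at most 29.93% or unconfirmed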;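 also: 0% = low Mg2+ inducing control and 100% = high Mg2+ repressing control; strong numbers were not always called active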
Rac1 GTP hydrolysis = MgcRacGAP GTPase-activating activity inhibitors, confirmation, biochemical, ADP Hunter fluorescence; MgcRacGAP-stimulated Rac1 GTP hydrolysis, ADP Hunter fluorescence; higher % means a stronger effect; GST-tagged Rac1 F28L mutant substrate; AID 624330; hit rate 0.6% among 340,000; one-dose inhibition, % at 30 µM; IC50 in µM for titrated hits;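 active = first-screen hits whose inhibition reached a set limit at any dose in the follow-up dose series; inconclusive = inhibition above the set first-screen limit but never retested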;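 also: fluorescence reports GDP produced by GAP-driven GTP hydrolysis; strong numbers were not always called active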
T cell modulator vesicle-bound % = also measured in T cell modulator; calls as there; double positive events, %; measured here: CD8+ vesicle-bound cell fraction;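 binding gate set so that unloaded-vesicle control wells show 10% double positive cells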
NTR1 ag cell count 20 µM = recorded beside NTR1 ag, whose call it bears; cell count; measured here: cell count, cytotoxicity flag
The depositor's hits bear a star; i = inactive; ? = inconclusive; . = no result given; [ ] = remark or other dose. Random draw from the library; 1.5% or so of the library scored in one or more.

No. | mol | NTR1 ag | NTR1 ag cell count 20 µM | West Nile antiviral | UTI89 phage lysis | SV40 large T antigen | Dengue-2 NS5 capping | T cell modulator | T cell modulator vesicle-bound % | RSV CPE inhibition | Salmonella PhoP GFP | Rac1 GTP hydrolysis
1 | CC(C)CCN1CCN(Cc2ccoc2)CC1CCO (stereo not given) | -0.2 | 67 | 0.1% | 0.2% | 1.4% | 3.5% | i | 43.7 | 0.2% | 0.4% | 10.1%
2 | CC(C)CCN1C(Nc2ccccc2)=NC[C@@H]1Cc1ccccc1 | 1.2 | 95 | -1.3% | 0.2% | 8.2% | -4.8% | i | 38.4 | -0.1% | -3.4% | 10.0%
3 | O=S(=O)(NCC(c1ccc2c(c1)OCO2)N1CCOCC1)c1ccccc1 (stereo not given) | 2.2 | 58 | . | -1.5% | 4.9% | 0.0% | i | 33.9 | -1.0% | -4.2% | 4.3%
4 | O=c1[nH]c2ccc(Cl)cc2c(O)c1Cc1ccccc1 | 0.0 | 48 | -0.1% | -0.8% | 4.2% | 0.0% | i | 42.0 | 1.8% | -4.1% | 5.1%
5 | COc1cc(CC(=O)NCc2ccc3c(c2)OCO3)cc(OC)c1OC | 0.3 | 53 | 0.1% | 2.8% | 10.9% | -3.2% | i | 23.2 | 0.3% | 12.8% | 4.2%
6 | CCOC(=O)C1CCN(C(=O)COc2cccc3ccccc23)CC1 | 1.7 | 39 | 0.0% | -0.1% | 0.1% | -1.6% | i | 10.6 | 1.3% | 4.0% | 1.1%
7 | Cc1ccc(NC2CCCN(C(=O)CCn3nccc3C)C2)cc1C (stereo not given) | 5.9 | 41 | -0.2% | -0.3% | 26.5% | 2.2% | i | 10.2 | 0.9% | 10.1% | 7.4%
8 | C(=C/c1nccc2c1[nH]c1ccccc12)/c1ccc2c(c1)OCO2 | . | . | -0.6% | 0.6% | 7.2% | -14.2% | . | . | . | -7.8% | 2.5%
9 | COc1ccc(CCC(=O)Nc2nc3c(s2)CN(C)CC3)cc1OC | -2.1 | 84 | -0.8% | -0.3% | -3.3% | -7.4% | i | 32.5 | 0.5% | 1.4% | 1.6%
10 | Cc1cccc(N(C(=O)c2csnn2)C(C(=O)NC(C)(C)C)c2ccncc2)c1 (stereo not given) | 0.1 | 54 | 0.9% | -0.1%[50 µM] | 11.1% | -1.4% | i | 27.0 | 0.8% | 15.5% | 0.1%
11 | COc1ccc(CCNC(=O)CCS(=O)(=O)c2ccc3c(c2)CCN3C(C)=O)cc1OC | -0.5 | 98 | . | 0.9% | 8.6% | 0.8% | i | 42.8 | 2.1% | 10.1% | 8.1%
12 | O=C(NCCN1CCOCC1)c1csc2c1CCCCC2 | 1.9 | 56 | -0.4% | 2.7% | -0.8% | -4.2% | i | 11.8 | 1.0% | 6.1% | 0.8%
13 | CC(=O)Nc1ccc(NC(=O)CSc2nnc(NC(=O)C3CC(=O)N(c4ccc(F)cc4)C3)s2)cc1 (stereo not given) | -0.7 | 48 | -0.3% | -0.1% | 6.9% | -3.9% | i | 63.6 | -0.2% | 0.7% | 9.1%
14 | O=C(O)c1cn(C2CC2)c2cc(N3CCN(S(=O)(=O)c4ccc5c(c4)OCCO5)CC3)c(F)cc2c1=O | 0.2 | 28 | -1.7% | 0.9% | 3.4% | -10.9% | i | 35.2 | 12.6% | 28.5% | 3.1%
15 | CCOC(=O)c1nnc(-c2ccccc2)nc1NC | 1.4 | 97 | -0.2% | -0.1% | 20.4% | -1.3% | i | 32.1 | 0.9% | -7.1% | 11.1%
16 | CC(C)C1N(C(=O)CN2CCCC2)CCN1S(=O)(=O)c1ccccc1 (stereo not given) | 0.6 | 37 | 0.0% | 1.6% | 1.9% | 0.6% | i | 3.7 | -0.6% | 0.2% | 12.8%
17 | O=C(NC(=S)Nc1cccc2c(O)cccc12)c1ccco1 | 0.8 | 38 | -0.2% | -2.0%[50 µM] | 35.7% | 28.6% | i | 4.0 | 4.0% | 10.4% | 32.3µM*
18 | CSC1=NC2(CCCCC2)CC12C=CC(=O)C=C2 | -0.7 | 53 | -0.9% | 0.0% | 14.1% | 1.6% | i | 26.9 | 1.0% | -0.5% | 4.0%
19 | COc1cc(OC)cc(C(=O)NCC(=O)OCC(=O)Nc2ccc3c(c2)OCO3)c1 | 0.4 | 50 | -0.3% | 0.3% | 6.0% | -3.0% | i | 46.7 | 0.4% | 1.9% | 2.2%
20 | COc1cccc(C(=O)OC(C)C(=O)Nc2ccc3c(c2)OCO3)c1 (stereo not given) | -2.3 | 56 | . | 0.9%[50 µM] | . | -5.1% | i | 29.7 | -0.2% | . | 13.3%
21 | CCOC(=O)c1oc2cccc(OCC(O)CNC(C)C)c2c1C (stereo not given) | -1.0 | 76 | . | 4.1% | 5.6% | 6.4% | i | 31.3 | -3.0% | 12.7% | 16.1%
22 | Cc1cccc(-n2cc(-c3ccccc3)c3c(N4CCOCC4)ncnc32)c1 | 10.8 | 60 | 0.0% | 0.1% | -11.2% | 0.7% | i | 6.6 | 5.8% | -0.3% | 2.8%
23 | Cc1ccc2occ(C(=O)c3ccco3)c(=O)c2c1 | 1.3 | 42 | 0.6% | 0.0%[50 µM] | 6.8% | -0.7% | i | 41.4 | -0.6% | -2.8% | 4.6%
24 | O=C(N/N=C\c1ccc(Oc2ccccc2)cc1)c1csnn1 | 0.9 | 38 | -0.4% | -0.4% | 13.7% | -8.4% | i | 32.5 | 0.2% | 2.4% | 9.4%
25 | CCCc1cc(N2CCCC(C(=O)Nc3cc(Cl)ccc3OC)C2)n2ncnc2n1 (stereo not given) | -1.1 | 92 | . | -0.1% | . | -0.7% | i | 31.5 | 2.8% | . | 3.9%
26 | CCOc1ccc(C(=O)NC2CCN(C(=O)Nc3ccccc3OC)CC2)cc1 | -1.5 | 85 | -0.8% | -0.2% | -1.8% | -11.3% | i | 28.2 | -0.1% | -3.9% | -8.7%
27 | C/C(=N\NC(=O)c1ccc(Cl)cc1)c1cccc(NC(=O)C(C)C)c1 | -0.8 | 60 | 0.1% | 1.3% | 4.4% | 3.2% | i | 11.5 | 3.0% | -2.4% | -2.2%
28 | N=c1c2c(n(Cc3ccc(F)cc3)c3c1CCC3)CCC2 | 3.5 | 50 | 2.7% | 5.7% | -11.4% | -1.7% | i | 18.6 | 13.7% | 0.9% | 8.0%
29 | Cc1ccc(C(=O)N2CCC(Cc3ccccc3)CC2)cc1S(=O)(=O)N1CCOCC1 | 0.3 | 54 | . | -0.2%[50 µM] | . | 9.4% | . | . | . | . | -4.1%
30 | COC(=O)C1=C(C)N(CCc2ccc(OC)c(OC)c2)C(=O)C1 | 2.1 | 46 | -0.2% | 1.8% | -2.7% | -1.6% | i | 3.3 | -0.1% | 7.8% | -5.4%
31 | Cc1cc(C(=O)NC2CCCc3ccccc32)ccc1[N+](=O)[O-] (stereo not given) | -0.1 | 67 | -0.5% | -0.1% | 34.9% | -11.7% | i | 14.9 | 5.2% | 0.5% | 5.6%
32 | COc1ccc(CC(=O)NCC2CCCN(Cc3ccccc3OC)C2)cc1 (stereo not given) | 0.1 | 64 | -0.4% | 0.6% | -5.0% | -8.8% | i | 55.9 | -1.0% | 2.5% | 10.9%
33 | CC(C)N1C(=O)CCC1C(=O)NC1CCCC1 (stereo not given) | -0.4 | 49 | -0.1% | 3.7% | 3.1% | 0.8% | i | 61.1 | 1.1% | -17.4% | 3.9%
34 | CCn1nc(C)c(CN2CCN(Cc3ccc(OC)c(C)c3C)C(CCO)C2)c1C (stereo not given) | 2.5 | 83 | -0.7% | 0.1% | 10.4% | -6.3% | i | 58.3 | 0.7% | -1.0% | 13.1%
35 | CCOC(=O)[C@H]1[C@H]2COc3ccc(Cl)cc3[C@@H]2N2C(=O)CN(Cc3ccc(OC)cc3)C(=O)[C@@]12C | 3.2 | 49 | . | -0.1% | . | -3.8% | i | 44.9 | -1.0% | . | 11.4%
36 | CC(=O)N/C(=N/c1nc(C)cc(C)n1)Nc1cccc(C)c1C | 2.6 | 42 | -0.8% | 0.2% | 6.4% | -12.4% | i | 43.5 | 1.5% | -1.8% | .
37 | COc1cc(O)c(C(CCN2CCN(c3ccccc3)CC2)c2cc(OC)c(OC)c(OC)c2)c(OC)c1 (stereo not given) | 0.8 | 90 | -1.0% | -0.2% | 0.3% | 2.7% | . | . | -0.5% | -0.2% | -0.1%
38 | O=C(NCc1ccccc1)C(c1ccccc1F)N(CC1CCCO1)C(=O)c1ccccn1 (stereo not given) | -0.6 | 40 | -1.0% | 0.3% | 9.4% | -7.5% | i | 14.8 | 1.7% | -5.2% | 6.6%
39 | CC(=O)N1CCN(S(=O)(=O)c2ccc(F)c(Cl)c2)CC1 | 0.0 | 59 | -0.3% | 0.4% | 4.8% | 0.0% | i | 38.7 | 1.6% | 7.0% | 6.5%
40 | Nc1ncncc1-c1ccc2ccccc2c1 | -1.9 | 106 | 0.1% | 0.3% | 0.0% | -2.0% | i | 9.5 | 6.8% | 5.7% | 9.4%
41 | COc1cccc(NC(=O)c2cc(-c3ccc(C)o3)nc3ccccc23)c1 | 0.4 | 50 | -0.6% | -0.2% | 9.5% | -6.5% | i | 13.9 | 0.9% | -6.7% | 2.7%
42 | COc1ccc2c(Cl)c(-c3nnc(SCC(=O)c4ccccc4)n3C)sc2c1 | 6.8 | 58 | . | 0.5% | 3.6% | -7.2% | i | 46.2 | ? | -8.4% | 6.2%
43 | CCOC(=O)N1CCN(C(=O)CSc2ccc(C(=O)OC)cc2[N+](=O)[O-])CC1 | -0.4 | 87 | -0.2% | -0.1% | -0.4% | 2.3% | i | 50.8 | -1.7% | 1.9% | 12.8%

Just NTR1 ag and NTR1 ag cell count 20 µM (two entries from above):
nr	Molecule	NTR1 ag	NTR1 ag cell count 20 µM
5	COc1cc(CC(=O)NCc2ccc3c(c2)OCO3)cc(OC)c1OC	0.3	53
6	CCOC(=O)C1CCN(C(=O)COc2cccc3ccccc23)CC1	1.7	39
